# Source: PubChem
# Glyco luc inh: N-linked glycosylation inhibition; D54 ERlucT glycosylation luciferase reporter, 24 h; percent of 100 nM tunicamycin response; reporter increase, % at 12.5 µM; 360,000 compounds, 0.23% hits;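 active = mean luciferase reporter signal, scaled so untreated is 0 and the glycosylation-blocking control 100, at or above a set limit in every replicate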;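 also: luciferase carries N-glycosylation sites so blocking glycosylation raises the light; 0% = median of neutral control wells and 100% = median of 100 nM tunicamycin wells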
# TLR9-MyD88 inh: TLR9-MyD88 interaction inhibition. Q9NR96+Q99836. CHO BLA complementation TLR9-MyD88, CCF4 FRET ratio. inhibition, % at 4.98 µM. 340,000 compounds, 0.21% hits. AID 504734;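 active = inhibition above the mean over all tested compounds plus 3 SD, cut at about 21% in these data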;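 also: 0% = DMSO only wells and 100% = clavulanate BLA inhibitor control wells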
# Target sequence (Q99836 whole entry, looked up): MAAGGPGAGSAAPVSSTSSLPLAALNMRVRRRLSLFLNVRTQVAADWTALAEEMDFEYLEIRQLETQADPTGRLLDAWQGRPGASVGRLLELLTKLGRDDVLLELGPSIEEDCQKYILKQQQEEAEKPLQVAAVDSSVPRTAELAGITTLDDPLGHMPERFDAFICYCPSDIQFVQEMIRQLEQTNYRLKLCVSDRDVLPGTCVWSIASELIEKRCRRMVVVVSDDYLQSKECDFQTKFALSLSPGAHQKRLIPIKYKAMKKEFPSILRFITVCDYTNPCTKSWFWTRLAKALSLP
# Target sequence (Q9NR96 whole entry, looked up): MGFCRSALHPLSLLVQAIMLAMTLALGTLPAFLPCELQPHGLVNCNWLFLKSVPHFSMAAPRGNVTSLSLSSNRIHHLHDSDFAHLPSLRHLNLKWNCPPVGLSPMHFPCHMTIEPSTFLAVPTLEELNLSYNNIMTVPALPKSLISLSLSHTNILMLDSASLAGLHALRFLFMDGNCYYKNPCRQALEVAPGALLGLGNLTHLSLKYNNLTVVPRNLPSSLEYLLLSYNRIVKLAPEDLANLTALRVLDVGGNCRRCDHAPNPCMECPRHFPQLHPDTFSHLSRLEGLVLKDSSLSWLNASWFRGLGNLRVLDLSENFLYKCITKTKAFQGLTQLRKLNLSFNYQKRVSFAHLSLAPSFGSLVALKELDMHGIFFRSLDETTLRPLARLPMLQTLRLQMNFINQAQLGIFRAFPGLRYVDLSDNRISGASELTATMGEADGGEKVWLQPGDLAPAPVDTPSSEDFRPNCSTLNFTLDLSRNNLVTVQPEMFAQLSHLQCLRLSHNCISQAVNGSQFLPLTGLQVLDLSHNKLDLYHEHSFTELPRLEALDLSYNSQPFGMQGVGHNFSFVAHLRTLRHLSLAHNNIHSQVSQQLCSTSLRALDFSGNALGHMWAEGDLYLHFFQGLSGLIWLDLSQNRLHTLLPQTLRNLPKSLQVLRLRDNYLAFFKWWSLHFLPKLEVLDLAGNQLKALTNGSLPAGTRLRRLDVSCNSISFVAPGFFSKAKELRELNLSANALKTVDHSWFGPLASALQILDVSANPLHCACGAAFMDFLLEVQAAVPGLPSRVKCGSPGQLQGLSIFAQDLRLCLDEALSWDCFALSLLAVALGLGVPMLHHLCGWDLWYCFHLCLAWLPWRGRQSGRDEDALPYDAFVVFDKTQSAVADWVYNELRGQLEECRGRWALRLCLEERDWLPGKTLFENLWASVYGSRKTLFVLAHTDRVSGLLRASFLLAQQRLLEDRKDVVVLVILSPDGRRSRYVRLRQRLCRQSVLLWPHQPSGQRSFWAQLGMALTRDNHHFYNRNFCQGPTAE
# m5-HT2A agonist: mouse HTR2A agonism via beta-arrestin recruitment; P35363; CHO-K1 mHTR2A beta-arrestin complementation, luminescence; percent of 30 µM serotonin response; activation, % at 7.6 µM; 360,000 compounds, 0.66% hits;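 active = activation above a run cutoff, the mean activation of all tested compounds plus 3 SD, cut at about 14% in these data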;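 also: 0% = plate median of compound wells and 100% = 30 µM serotonin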
# NCOA2 inhibitor: inhibits human steroid receptor coactivator 2. Q15596. HEK293 GAL4-SRC2 luciferase reporter, luminescence. inhibition, % at 9 µM. 370,000 compounds, 0.17% hits;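 active = inhibition above the mean inhibition of all tested compounds plus 3 SD, set per campaign, cut at about 52% in these data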;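 also: 0% = DMSO treated cells and 100% = cells given Gossypol at 36 µM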
# ABCB6 inh 2: blocks the human ABCB6 transporter | K562-ABCB6 porphyrin accumulation, flow cytometry, 1 h; hits give low values | fluorescence ratio to DMSO, % at 10 µM | 360,000 compounds, 0.19% hits;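 active = fluorescence ratio to DMSO below 75%, the collection mean minus 3 SD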;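 also: signal is porphyrin accumulated inside mitochondria; 100% equals median channel fluorescence of DMSO control wells; lower ratio means ABCB6 inhibition with less porphyrin fluorescence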
# Cardio protect: protects H9c2 cardiomyocytes from peroxide injury. protection from H2O2 cell death, % at 20 µM. 360,000 compounds, 0.63% hits. H2O2 injury protection, ATPLite, 2 h;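 active = compounds giving at least 50% protection of heart cells from peroxide-induced death in the single-dose screen, raw or plate-pattern-corrected value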;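 also: 0% = DMSO wells with peroxide and 100% = DMSO wells without peroxide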
# MC4R antagonist: human MC4R antagonism in cAMP assay | MC4R-expressing cells, MTII-stimulated cAMP, LANCE TR-FRET | inhibition, % at 6.5 µM | 360,000 compounds, 0.48% hits | AID 540295;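 active = inhibition above its plate's cutoff, the mean of tested wells on that plate plus 3 SD, cut at about 29% in these data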;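 also: 0% = Melanotan II alone and 100% = Melanotan II plus saturating MCL0020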
#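 System: U2OS-MC4R stable cell line; Technique: Eu-cAMP/anti-cAMP TR-FRET, emission 671 nm; Repeats: single well per compound; Also added: Melanotan II; Dosing: one concentration, 6.5 µM nominal; Schedule: 30-min compound, 1-h challenge, 1-h detection, room temperature.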
# NOD2-RIPK2 inh: inhibitors of human NOD2-RIPK2 interaction; inhibition, % at 4.98 µM; O43353; 360,000 compounds, 0.38% hits; AID 624267; CHO BLA complementation NOD2-RIPK2, CCF4 ratio; in the data active = inhibition above about 21%;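 also: 0% = vehicle only and 100% = reference blocker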
# ABHD5 PLIN5 PPI: ABHD5-PLIN5 protein interaction inhibition; Split G. princeps luciferase complementation, luminescence, 4 h; inhibition, % at 4 µM; 360,000 compounds, 0.78% hits; AID 602281;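 active = inhibition above the mean inhibition across every tested compound plus 3 SD, cut at about 22% in these data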;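 also: 0% = DMSO only wells and the 100% control is not disclosed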
# MC4R barr agon: human MC4R agonism via beta-arrestin; P32245; U2OS MC4R beta-arrestin complementation, luminescence; percent of melanotan II response, DMSO zero; activation, % at 8.9 µM; 360,000 compounds, 0.98% hits; AID 540308;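 active = activation above a per-plate cutoff, the mean activation of sample wells on that plate plus 3 SD, cut at about 8% in these data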
# * marks the source's active call; other numbers are inactive results; nt = not tested or not shown.
compound	TLR9-MyD88 inh	ABHD5 PLIN5 PPI	NCOA2 inhibitor	Glyco luc inh	ABCB6 inh 2	Cardio protect	MC4R antagonist	m5-HT2A agonist	MC4R barr agon	NOD2-RIPK2 inh
O=C(Nc1cc(C(F)(F)F)cc(C(F)(F)F)c1)c1ccc(Cn2cc(C(F)(F)F)ccc2=O)cc1	4	-1	-5	-3	99	-10	3	1	8.4*	6
C/C(CCCO)=N/Nc1ccc([N+](=O)[O-])cc1[N+](=O)[O-]	-8	-2	-28	0	100	-18	17	9	-4.5	6
COc1ccc(O)cc1	-3	-4	1	-3	100	-2	6	-1	-0.2	5
Cc1ccc(C)c(S(=O)(=O)Nc2ccc(C(=O)NCCCN3CCCC3=O)cc2)c1	1	-7	-11	2	94	2	10	4	-2.1	-7
CNS(=O)(=O)c1cc(Nc2ncnc3sccc23)ccc1C	11	1	1	-7	102	11	-4	4	-0.5	-14
Cc1ccc(OCCSc2nnc(-c3cccs3)n2C)cc1	-8	-1	2	6	88	-2	-4	4	-0.7	0
O=C(Nc1ccccn1)c1ccco1	2	1	-28	-3	94	11	5	3	-2.0	2
CC(CN1CCCC1)OC(=O)C(c1ccccc1)c1ccccc1 (configuration not stated)	0	-4	-8	-1	98	3	9	-4	-0.7	-6
O=C(NCCN1CCOCC1)c1ccc(Cl)c([N+](=O)[O-])c1	1	-4	-8	1	104	3	7	-1	0.6	3
CC(=O)c1cc(-c2ccccc2)n(CC(=O)NC2CCCCC2)c1C	1	5	-3	-2	103	-7	-4	6	-1.7	-12
CCOC(=O)N1CCN(C(=O)CSc2nnc(-c3ccc(C(C)(C)C)cc3)o2)CC1	1	-2	-21	-1	98	-29	11	0	-1.2	-12
CC(CCc1ccccc1)NC(=O)CCC1CCCC1 (configuration not stated)	nt	-1	-5	-3	88	5	2	-2	2.8	4
COc1cc2[nH]c(=O)c(C(=O)NCc3ccc(F)cc3)c(O)c2cc1OC	3	-5	-33	0	101	2	1	2	-2.0	1
Cc1ccc(NC2=Nc3ccccc3CC2)cc1	3	-1	-37	-14	99	-22	9	1	0.1	2
Cc1ccc2ccccc2c1C(O)c1ncc(-c2ccc(F)cc2)[nH]1 (configuration not stated)	nt	8	-19	1	100	-15	-1	-5	-1.7	5
Cc1ccc(C)c(OCC(O)CN2CCC(Cc3ccccc3)CC2)c1 (configuration not stated)	-8	-30	23	3	102	-4	9	-7	3.2	-3
Cn1c(C(O)c2ccccc2F)nc(Cl)c1Cl (configuration not stated)	-5	3	2	2	97	-1	1	1	-0.2	-7
COc1cc(CN2C(=O)C(C)ON=C2c2ccccc2F)cc(OC)c1 (configuration not stated)	nt	-10	-33	3	104	2	8	-1	0.2	-5
Cc1ccc(S(=O)(=O)N(CC(=O)NN=C2CCN(C)CC2)c2ccc(F)cc2)cc1	nt	1	3	1	93	-3	9	-4	0.2	-3
CC(C)(C)c1ccc(C(=O)Nc2nonc2-c2nc3ccccc3[nH]2)cc1	-12	-3	-29	-2	99	-14	-1	1	-1.4	-5

# Entries above marked active in MC4R barr agon.
Compound | TLR9-MyD88 inh | ABHD5 PLIN5 PPI | NCOA2 inhibitor | Glyco luc inh | ABCB6 inh 2 | MC4R antagonist | m5-HT2A agonist | MC4R barr agon | NOD2-RIPK2 inh
O=C(Nc1cc(C(F)(F)F)cc(C(F)(F)F)c1)c1ccc(Cn2cc(C(F)(F)F)ccc2=O)cc1 | 4 | -1 | -5 | -3 | 99 | 3 | 1 | 8.4* | 6

# A section of the results above, as a working copy:
compound	TLR9-MyD88 inh	ABHD5 PLIN5 PPI	NCOA2 inhibitor	Glyco luc inh	ABCB6 inh 2	Cardio protect	MC4R antagonist	m5-HT2A agonist	MC4R barr agon	NOD2-RIPK2 inh
Cn1c(C(O)c2ccccc2F)nc(Cl)c1Cl (configuration not stated)	-5	3	2	2	97	-1	1	1	-0.2	-7
COc1cc(CN2C(=O)C(C)ON=C2c2ccccc2F)cc(OC)c1 (configuration not stated)	nt	-10	-33	3	104	2	8	-1	0.2	-5
Cc1ccc(S(=O)(=O)N(CC(=O)NN=C2CCN(C)CC2)c2ccc(F)cc2)cc1	nt	1	3	1	93	-3	9	-4	0.2	-3
CC(C)(C)c1ccc(C(=O)Nc2nonc2-c2nc3ccccc3[nH]2)cc1	-12	-3	-29	-2	99	-14	-1	1	-1.4	-5

# (further entries)
compound	TLR9-MyD88 inh	ABHD5 PLIN5 PPI	NCOA2 inhibitor	Glyco luc inh	ABCB6 inh 2	Cardio protect	MC4R antagonist	m5-HT2A agonist	MC4R barr agon	NOD2-RIPK2 inh
COc1ccc(NC(=O)CN2C(=O)NC(C)(c3ccccc3)C2=O)cc1Cl (configuration not stated)	1	2	-5	0	100	1	9	6	-0.9	-1
O=C1/C(=C/c2cccs2)CCC/C1=C\c1cccs1	0	6	-111	-8	111	-7	10	-4	-5.1	-3
CCCCCCOc1ccc(N2C(=O)CC(NCc3ccc(S(N)(=O)=O)cc3)C2=O)cc1 (configuration not stated)	1	1	-6	2	93	-2	2	-1	-0.8	4
Cc1ccccc1NC(=O)NCCCCc1ccccc1	-11	-3	-7	-2	108	2	-2	-10	-1.1	-5
COc1ccc(S(=O)(=O)N2CCCC2)cc1NC(=O)c1ccccc1	-9	9	-9	1	96	-6	12	1	-1.8	1
CC1=C(C(=O)OCCCBr)C(c2ccc3c(c2)OCO3)NC(=O)N1 (configuration not stated)	-8	11	nt	0	97	10	0	10	0.7	-1
C[C@H](CO)N1C[C@H](C)[C@@H](CN(C)S(=O)(=O)c2ccc(Oc3ccccc3)cc2)OCc2cn(nn2)CCCC1=O	-1	-9	-3	0	106	6	-3	-4	-0.5	-5
COC(=O)[C@@]12CCCN1[C@H](c1ccc(-c3ccc4c(c3)OCO4)c(OC)c1)[C@H]1C(=O)N(C)C(=O)[C@H]12	7	0	-10	-1	97	-2	2	-3	0.1	-6
Cc1ccc(-c2onc3ccc(C=O)cc23)cc1	7	13	-10	-7	111	1	0	-1	1.8	5
COc1cccc([C@@H]2CC=C(C(=O)O)[C@H](c3ccccc3F)N2S(=O)(=O)c2ccc(C)cc2)c1	-6	-1	-16	1	104	0	18	-2	0.1	-7
COc1ccc(CCNC(=O)c2cc3c(=O)n4ccccc4nc3n(CC3CCCO3)c2=N)cc1OC (configuration not stated)	0	-2	-30	0	97	7	1	-4	0.4	2
COc1ccc(C(=O)Nc2cccc(S(=O)(=O)N(C)C)c2)cc1S(=O)(=O)N1CCOCC1	10	2	7	-2	95	1	11	1	-0.2	-13
CS(=O)(=O)N1N=C(c2cccs2)CC1c1ccc(F)cc1 (configuration not stated)	-24	-1	-6	-1	108	1	-2	2	1.5	-1
O=C(NCc1ccc2c(c1)OCO2)c1ccc2c(c1)C(=O)N(Cc1cccnc1)C2=O	-3	3	4	0	94	-4	2	-1	-1.5	9
CC(C)(C)OC(=O)C[C@@H]1C/C=C\C[C@H](CC(=O)N[C@@H](CO)Cc2ccccc2)C(=O)N[C@H](Cc2ccccc2)COC1=O	-1	-2	5	2	96	15	2	8	0.3	-3
CC(C)N(C(=O)[C@H]1CC(CC(=O)NCCN2CCOCC2)C(=O)N2CCc3c([nH]c4ccccc34)[C@]12C)C(C)C (some centres not stated)	-1	-15	11	0	90	4	-1	5	-1.4	-2
O=C(CCC(=O)NCCO)NCCO	2	-4	5	1	104	3	2	6	-1.2	-9
O=C(Cc1ccccc1)Nc1ccc(NC(=O)c2ccco2)nc1	4	-4	-56	-3	87	-13	1	-1	0.6	5
COc1ccc(NC(=O)CCNC(=O)c2ccco2)cc1Cl	-8	-6	-29	2	160	-3	11	-9	0.0	-5
CC(=C/c1ccccc1)/C=C1/SC(N2CCOCC2)=NC1=O	-8	1	-18	0	99	22	-8	-4	0.0	-6

compound	TLR9-MyD88 inh	ABHD5 PLIN5 PPI	NCOA2 inhibitor	Glyco luc inh	ABCB6 inh 2	Cardio protect	MC4R antagonist	m5-HT2A agonist	MC4R barr agon	NOD2-RIPK2 inh
CC(Cc1ccc(Cl)cc1)N1CCC(n2nccc2NC(=O)C2CCCC2)CC1 (configuration not stated)	-7	-5	2	-1	101	0	4	-16	-2.7	4
Cc1cc(NC(=O)CSc2nc(-c3ccc(Cl)cc3)cs2)no1	8	5	-7	-1	102	-7	-3	7	18*	4
COc1ccccc1NC(=O)CCc1c(C)nc2c(-c3ccc(F)cc3)c(C)nn2c1C	0	0	1	-2	94	0	19	0	2.2	-9
N#CNC(N)=Nc1cccc(Cl)c1	-10	1	-9	-2	88	0	-1	-5	-0.4	6
O=C1[C@H]2[C@@H](c3ccc(Cl)cc3)N3C(=O)N(c4cccc(Cl)c4)C(=O)[C@@]3(Cc3ccc(Cl)cc3)[C@H]2C(=O)N1C1CCCCC1	1	0	-6	3	98	-4	13	6	1.2	-3
Cc1ccc(NC(=O)[C@@H]2CCCN2C(=O)[C@@H]2Cc3ccccc3CN2)c(C)c1	-12	3	-28	0	95	4	17	-2	-2.1	-3
O=C(Nc1ccc(Cl)cc1)N1CCN(c2ncccn2)CC1	-1	-3	-16	4	98	-5	2	2	-0.3	2
CC1CN(S(=O)(=O)c2cccc(C(=O)Nc3ccc(N4CCCCC4)cc3)c2)CC(C)O1 (configuration not stated)	-4	1	8	-1	118	4	10	0	0.8	1
Cc1csc(NC(=O)CSCC(=O)Nc2ccccc2)n1	1	-2	-22	4	91	7	-2	5	1.2	-1
COc1cccc(/C=N/N2CCN(C)CC2)c1	3	-1	17	3	99	-2	4	12	-0.2	-6
O=C(Cn1nc(C(F)(F)F)c2c1CCC2)NCc1ccc(Cl)cc1	-5	-3	12	4	102	-8	8	-1	2.2	-10
CCCCC(CC)CNC(=O)C1CCCN(S(=O)(=O)c2cnc[nH]2)C1 (configuration not stated)	-5	6	11	1	100	4	5	-5	0.1	0
Cc1cc(C)cc(N(C(C)C(=O)Nc2c(C)n(C)n(-c3ccccc3)c2=O)S(C)(=O)=O)c1 (configuration not stated)	4	2	-10	0	92	2	3	4	0.8	-3
Cc1ccsc1/C=N/n1c(-c2ccncc2)n[nH]c1=S	7	-5	1	2	102	1	4	-2	1.4	-12
CCc1cc(=O)oc2cc(C)cc(OCC(=O)NC3CC3)c12	-2	1	-16	0	97	-3	3	3	1.5	7

# Full records from above.
# `Cc1cc(NC(=O)CSc2nc(-c3ccc(Cl)cc3)cs2)no1` in the list: TLR9-MyD88 inh = 8; ABHD5 PLIN5 PPI = 5; NCOA2 inhibitor = -7; Glyco luc inh = -1; ABCB6 inh 2 = 102; Cardio protect = -7; MC4R antagonist = -3; m5-HT2A agonist = 7; MC4R barr agon = 18*; NOD2-RIPK2 inh = 4
# `O=C(Nc1ccc(Cl)cc1)N1CCN(c2ncccn2)CC1` in the list: TLR9-MyD88 inh = -1; ABHD5 PLIN5 PPI = -3; NCOA2 inhibitor = -16; Glyco luc inh = 4; ABCB6 inh 2 = 98; Cardio protect = -5; MC4R antagonist = 2; m5-HT2A agonist = 2; MC4R barr agon = -0.3; NOD2-RIPK2 inh = 2

# An excerpt; count on the stated rates, not on these rows.
